Rat MKP-3 inhibitors: MKP-3 phosphatase inhibitors, primary screen, biochemical, rat enzyme, in vitro (AID 425). one-dose inhibition, % at 20 µM; IC50 in µM for titrated hits. recombinant MKP-3 phosphatase activity, fluorescence; higher % means a stronger effect. 110,000 tested, 0.17% active; in the data active means inhibition above about 50%;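 further: plate controls were vehicle for no effect and reference inhibitor for full effect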
Hsp70 displacement: Hsp70 inhibitors, probe displacement, primary screen, biochemical, fluorescence polarization (AID 583); Hsp70 fluorescence polarization probe displacement, mP; higher % means a stronger effect; displacement, % at 20 µM; hits with a dose series show IC50 in µM; 140,000 tested, 0.06% active; in the data active means displacement above about 50%;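 further: plate controls were vehicle for no effect and reference ligand for full effect; a part of the inactive calls stands beside numbers as strong as those of hits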
* marks the source's active call; other numbers are inactive results; . = not tested or not shown.

SMILES | Rat MKP-3 inhibitors | Hsp70 displacement
O=C(/C=C/c1ccco1)Nc1ccccc1[N+](=O)[O-] | 12% | 7.8%
COc1ccc2oc(-c3ccccc3)c(C(=O)Nc3nccs3)c2c1 | -2% | 0.7%
C=CCOc1c(CNc2ccc(S(N)(=O)=O)cc2)cccc1OC | . | 3.0%
CC(C)CCNC(=O)/C=C/c1ccc([N+](=O)[O-])cc1 | -2% | -1.7%
Cc1ccc(C(=O)N/C(=C/c2cccs2)C(=O)N2CCCCCC2)cc1 | . | -2.3%
O=S(=O)(Cc1ccccc1)N1CCCC1 | -11% | -1.9%
COc1cc(Cl)c(C)cc1NC(=O)CSC | 1% | -2.3%
O=C(CSc1nc2ccc([N+](=O)[O-])cc2s1)NC(c1ccccc1)c1ccccc1 | 3% | 0.2%
CCCS(=O)(=O)c1c(S(=O)(=O)CCC)c2c(C)cccn2c1C(=O)OC | . | 2.5%
COc1ccccc1OCc1ccc(C(=O)Nc2ccncc2)o1 | -5% | 0.4%
COc1cc(/C=N/NC(=O)c2cccnc2)cc2c1OCO2 | -1% | 1.7%
CS(=O)(=O)N(CC(=O)N1CCOCC1)c1ccc(Cl)cc1 | 2% | -4.4%
Cc1ccc(OCC(=O)O/N=C(\N)c2ccc(Cl)cc2)c(Br)c1 | 4% | -3.4%
COc1cccc2cc(C(=O)Nc3sc4c(c3C#N)CCCC4)c(=O)oc12 | 2% | -14%
Cn1c(=O)[nH]c(=O)c2c1nc(N1CCCCCC1)n2CCSc1nc2ccccc2[nH]1 | -14% | 3.3%
CCCCC(=O)N(c1ccc(C)c(C)c1)C1C=CS(=O)(=O)C1 (stereo not given) | 9% | -2.4%
CCOc1ccc(NC(=O)C(=O)N/N=C/c2cccs2)cc1 | 1% | -1.1%
CCC(=O)N1CCN(c2ccc(NC(=O)c3cc4ccccc4o3)cc2Cl)CC1 | 0% | -2.0%
CCOc1ccc(NC(=O)CN(c2cccc(OC)c2)S(=O)(=O)c2ccccc2)cc1 | 0% | 0.1%
COc1ccc(N2CCN(CCNC(=O)CCS(=O)(=O)c3cccc4nsnc34)CC2)cc1 | 11% | 3.3%

Three compounds from above, sorted by length of the SMILES, low to high:
SMILES | Rat MKP-3 inhibitors | Hsp70 displacement
COc1cc(/C=N/NC(=O)c2cccnc2)cc2c1OCO2 | -1% | 1.7%
Cc1ccc(OCC(=O)O/N=C(\N)c2ccc(Cl)cc2)c(Br)c1 | 4% | -3.4%
COc1cccc2cc(C(=O)Nc3sc4c(c3C#N)CCCC4)c(=O)oc12 | 2% | -14%

Following part.
SMILES | Rat MKP-3 inhibitors | Hsp70 displacement
CCc1ccc(N2CC(C(=O)NC)CC2=O)cc1 (stereo not given) | -1% | 2.0%
Cc1cc(OCC(=O)Nc2cc(-c3nc4ccccc4o3)ccc2C)ccc1Cl | 11% | -12%
CCOC(=O)c1cocc1C(=O)Nc1ccccc1C(=O)O | 3% | 2.2%
CCc1ccc(S(=O)(=O)Nc2cc(Br)c(O)c3ccccc23)cc1 | 33% | 1.0%
N#Cc1cccc(NC(=O)CN2NS(=O)(=O)c3ccccc3C2=O)c1 | . | 1.6%
CC(C)n1c(SCC(=O)N2c3ccccc3Sc3ccccc32)nc2c1c(=O)n(C)c(=O)n2C | -1% | -0.3%
O=C1NCc2ccccc2-c2ccccc21 | 0% | -2.8%
COCc1nnc(NC(=O)CSc2ccccc2)s1 | -2% | -1.9%
CCOC(=O)C1CCCN(c2c(NCCCN(C)c3ccccc3)c(=O)c2=O)C1 (stereo not given) | -8% | 1.4%
CCOC(=O)c1c(-c2ccccc2)oc2cc(Br)c(OC(=O)CC)cc12 | 1% | 1.6%
Cc1nc2ccccn2c1/C(O)=C1\C(=O)C(=O)N(CCN2CCOCC2)C1c1cccnc1 (stereo not given) | -5% | 2.3%
Fc1ccc(-c2nc3n(n2)Cc2ccccc2-3)cc1 | -9% | -7.0%
CC(=O)NC(NC(=S)Nc1cccc(Cl)c1)C(Cl)(Cl)Cl (stereo not given) | -4% | -2.7%
Cn1c(=O)oc2cc(S(=O)(=O)N3CCC(N4CCCCC4)CC3)ccc21 | -6% | 0.0%
CC(C)(O)C#CC(O)c1ccccc1F (stereo not given) | 2% | -4.8%
CC(C)C(=O)Nc1nc2c(ncn2C2CC(O)C(CO)O2)c(=O)[nH]1 (stereo not given) | 5% | 5.8%
COc1cccc(C2C(C(=O)c3ccc(C)o3)=C(O)C(=O)N2CCCN(C)C)c1 (stereo not given) | -4% | 2.7%
O=C(c1ccc(F)cc1)N1CCN(CCCc2ccccc2)CC1 | 1% | 0.7%
CC(C)=CC/C=C1\CCC(C(=O)O)C(C(=O)O)C1 (stereo not given) | -6% | 0.1%
CCOCCSC1=C(C#N)C(c2cccs2)C(C(C)=O)=C(C)N1 (stereo not given) | 1% | 3.1%
O=C(/C=C/c1ccccc1Cl)Nc1ccc(S(=O)(=O)N2CCOCC2)cc1 | 6% | 3.5%
COC(=O)c1[nH]nc2c1C(=O)N(Cc1ccccc1)C2=O | 2% | 0.3%
Cc1cc(=O)[nH]c(SCCCOc2ccc3c(c2)CCC3)n1 | . | -1.2%
Cc1cc(C)nc(N2CCCC(C(=O)NCCc3ccccc3F)C2)n1 (stereo not given) | 5% | 0.0%
CCOC(=O)c1nnc2c(Br)c(-c3ccccc3)nn2c1C | . | 1.2%
COC(=O)c1cc(OC)c(OC)cc1NC(=O)c1c(C)noc1C | -8% | .
CN(C)c1ccc(-c2nn3c(-c4cccnc4)nnc3s2)cc1 | 1% | 0.3%
c1ccc(OCc2nn3c(-c4n[nH]c5c4CCC5)nnc3s2)cc1 | 6% | 0.9%
Clc1ccccc1-c1nc(N/N=C/c2cccnc2)c2ccccc2n1 | . | -9.1%
COc1ccc2oc(-c3ccc(Cl)cc3)cc(=O)c2c1 | 2% | -2.1%
O=C(Nc1ccc(Cc2ccncc2)cc1)C1CCC(N2C(=O)C3C4C=CC(C5CC45)C3C2=O)CC1 (stereo not given) | . | 1.9%
Cc1ccc(OCC(=O)Nc2cccnc2)cc1C | 5% | 0.1%
CCOc1ccc(C(=O)Nc2cccc(-c3nc4cc(CC)ccc4o3)c2)cc1[N+](=O)[O-] | 3% | 1.6%
c1ccc(Cn2nnnc2C(c2cccnc2)N2CCN(c3ccccc3)CC2)cc1 (stereo not given) | -8% | 1.5%
Cc1ccc(N2C(=O)NC(=O)/C(=C/c3cccc(C(F)(F)F)c3)C2=O)cc1 | -1% | -3.0%
COCCCNCC(=O)c1c(N)n(Cc2ccccc2)c(=O)n(C)c1=O | . | -6.0%
CC1(C)CC2(C=CC(=O)C=C2)C(SCc2ccccc2)=N1 | 2% | -0.1%
O=C(NCCCc1ccccc1)C1(c2ccccc2)CCCC1 | -4% | 5.6%
Cc1ccc(S(=O)(=O)NCCCC(=O)C=[N+]=[N-])cc1 | -7% | -5.5%
COC(=O)c1ccc(COC(=O)c2ccc(-n3cnnn3)cc2)o1 | 5% | -1.1%
COc1cccc(-c2nnc(SCC(=O)OC(C)C)n2Cc2ccco2)c1 | -12% | -2.7%
O=C(C(Sc1ccccc1)c1ccccc1)N1CCN(c2ccc(F)cc2)CC1 (stereo not given) | 0% | -2.5%
O=c1c2ccccc2nc2n1CCCN2 | 0% | -1.4%
C=CCOc1c(Br)cc(CNn2nnnc2N)cc1OC | -11% | 6.5%
COc1cc2c(cc1OC)CN(C(=O)c1cc(=O)c3ccccc3o1)CC2 | . | 3.3%
CC(=O)Oc1cc(C(=O)Nc2ccccc2C(=O)O)cc(C(=O)Nc2ccccc2C(=O)O)c1 | -4% | 15%
CCN(CC)C(=O)CSc1nc(-c2ccco2)cc(C(F)(F)F)c1C#N | . | 3.9%
COc1ccc2c(c1)C1(Nc3ccccc3C(=O)N1c1ccccc1)C(=O)N2 (stereo not given) | -1% | -2.8%
CCCCCCn1c(-c2ccco2)nc2oc3cc(OC)ccc3c(=O)c2c1=O | -3% | -7.7%
O=C(Cn1c(=O)n(-c2cccc(Cl)c2)c(=O)n1CC(=O)N1CCCCC1)N1CCCCC1 | -2% | 9.0%

16 entries already listed, arranged by SMILES length, smallest number first.
SMILES | Rat MKP-3 inhibitors | Hsp70 displacement
CC(C)(O)C#CC(O)c1ccccc1F (stereo not given) | 2% | -4.8%
O=S(=O)(Cc1ccccc1)N1CCCC1 | -11% | -1.9%
O=C(NCCCc1ccccc1)C1(c2ccccc2)CCCC1 | -4% | 5.6%
COc1cc(/C=N/NC(=O)c2cccnc2)cc2c1OCO2 | -1% | 1.7%
CCOc1ccc(NC(=O)C(=O)N/N=C/c2cccs2)cc1 | 1% | -1.1%
Cc1ccc(S(=O)(=O)NCCCC(=O)C=[N+]=[N-])cc1 | -7% | -5.5%
Cc1cc(C)nc(N2CCCC(C(=O)NCCc3ccccc3F)C2)n1 (stereo not given) | 5% | 0.0%
COCCCNCC(=O)c1c(N)n(Cc2ccccc2)c(=O)n(C)c1=O | . | -6.0%
N#Cc1cccc(NC(=O)CN2NS(=O)(=O)c3ccccc3C2=O)c1 | . | 1.6%
Cc1ccc(C(=O)N/C(=C/c2cccs2)C(=O)N2CCCCCC2)cc1 | . | -2.3%
CCOC(=O)c1c(-c2ccccc2)oc2cc(Br)c(OC(=O)CC)cc12 | 1% | 1.6%
Cn1c(=O)oc2cc(S(=O)(=O)N3CCC(N4CCCCC4)CC3)ccc21 | -6% | 0.0%
CCC(=O)N1CCN(c2ccc(NC(=O)c3cc4ccccc4o3)cc2Cl)CC1 | 0% | -2.0%
O=C(CSc1nc2ccc([N+](=O)[O-])cc2s1)NC(c1ccccc1)c1ccccc1 | 3% | 0.2%
Cn1c(=O)[nH]c(=O)c2c1nc(N1CCCCCC1)n2CCSc1nc2ccccc2[nH]1 | -14% | 3.3%
Cc1nc2ccccn2c1/C(O)=C1\C(=O)C(=O)N(CCN2CCOCC2)C1c1cccnc1 (stereo not given) | -5% | 2.3%

Next part
SMILES | Rat MKP-3 inhibitors | Hsp70 displacement
CCOc1ccc(C(=O)Nc2ccc3c4c(cccc24)CC3)cc1[N+](=O)[O-] | -2% | 0.3%
CC1CCC/C(=N\NC(=S)NCc2ccccc2)C1 (stereo not given) | . | 2.9%
CCOc1cccc(C2C(C(=O)Nc3ccccc3OC)=C(C)NC3=C2C(=O)CCC3)c1 (stereo not given) | 1% | 4.0%
COc1ccc(/C=C2/NC(=S)NC2=O)cc1OCc1ccc(Cl)cc1Cl | 0% | -6.2%
COc1ccc(-c2nc(CN3CCC(C(=O)NC(C)C)CC3)c(C)o2)cc1OC | 2% | 2.1%
CCCOc1ccc(C(=O)NC(C)C(=O)O)cc1 (stereo not given) | . | 2.8%
Cc1cc(-c2ccccc2)nc(N2CCC(C(=O)NC(C)C)CC2)n1 | -4% | -1.0%
CCCC(=O)Nc1cccc(-c2nc3ccccc3s2)c1 | 6% | 0.7%
CCc1cccc(C)c1NC(=O)C1=C(C(=O)O)CCCC1 | 1% | 2.2%
COc1cc(/C=C2\SC(=S)N(C)C2=O)ccc1OC(=O)c1ccc(Cl)cc1 | -1% | -4.7%
CCCCNC(=O)c1ccc(N2CCCCC2)c([N+](=O)[O-])c1 | 4% | -6.3%
O=S(=O)(c1ccc(F)cc1)N1CN(Cc2ccco2)c2nc3ccccc3nc21 | 4% | 0.4%
CC(=O)c1cccc(NC(=O)c2ccc(Br)c(S(=O)(=O)N3CCCCC3)c2)c1 | 3% | -3.9%
Cc1c(/C=C/C(=O)c2ccc(Cl)s2)cnn1C | . | -4.0%
CCOC(=O)N1CCN(C(=O)CSc2nnc(-c3cccs3)o2)CC1 | 1% | 4.6%
Cn1c(=O)[nH]c(=O)c2c1nc(N1CCCCCC1)n2CC(=O)c1ccccc1 | -3% | 0.1%
CCP(=O)(CC)C(C)(C)CP(=O)(c1ccccc1)c1ccccc1 | 3% | 1.9%
O=C(CN(CCN1CCOCC1)C(=O)Cn1nnc(-c2ccc(F)cc2)n1)NC1CCCCC1 | -4% | 0.0%
CCOC(=O)c1c2c(n(Cc3ccccc3)c1C)C(=O)C(=O)c1ccc(Br)cc1-2 | 34% | -2.5%
CCOC(=O)c1[nH]c2ccc(OC)cc2c1NS(=O)(=O)c1ccc(OC)cc1OC | -7% | -2.8%
CCOc1ccc(S(=O)(=O)Nc2cc(Sc3ncn[nH]3)c3oc(=O)sc3c2)cc1 | 33% | -3.8%
Cc1oc(-c2ccc(Cl)cc2)nc1CN1CCC(C(=O)N2CCN(c3ccccn3)CC2)CC1 | -4% | -2.6%
CC1CCCCN1S(=O)(=O)c1ccc(S(=O)(=O)N2CCN(c3ccc(F)cc3)CC2)cc1 (stereo not given) | -14% | 1.7%
COc1ccc(C(=O)NNC(=O)c2cccc(C)c2O)cc1OC | 0% | 4.3%
CCN(CC)P1(=O)OC(c2cc(OC)c(OC)c(OC)c2)=Nc2c1c(C)nn2-c1ccccc1 (stereo not given) | -3% | -4.8%
COc1ccc2sc(NC(C)=O)nc2c1 | -14% | 1.2%
O=C(O)c1ccc(CNC(=O)c2ccc(Br)o2)cc1 | -18% | 1.3%
O=C(CSc1cccc(C(F)(F)F)c1)NC(=O)NCc1ccco1 | -9% | 3.0%
O=C(CCN1CCOCC1)c1ccccc1 | . | -5.2%
CC1CCN(CCOCCOc2cc(Cl)ccc2Cl)CC1 | 3% | -4.5%
Cc1cc(=O)[nH]c(SCc2cc(Cl)ccc2OC(F)F)n1 | 1% | 2.1%
Cn1c(N)c(C(=O)c2cc(-c3ccccn3)nc3ccccc23)c(=O)[nH]c1=O | -7% | 1.0%
CCOC(=O)C(C(=O)NCCCN1CCOCC1)C1CCCCC1 (stereo not given) | . | 0.1%
CC(Oc1ccccc1)C(=O)Nc1cc(Cl)c(Cl)cc1Cl (stereo not given) | 2% | 0.5%
COc1cc2c(cc1OC)C(C(=O)Nc1ccc3c(c1)OCCO3)C(c1cccnc1)N(C)C2=O (stereo not given) | -2% | 2.8%
CCOC(=O)N1CCN(Cc2cc(=O)oc3ccc(Cl)cc23)CC1 | -1% | 4.9%

Bioassay records as filed in PubChem BioAssay.

A portion of the library; count on the stated rates, not on these rows.
